# Luc counter = Kinase-Glo luciferase inhibition (counter-screen). Q27757. Kinase-Glo luciferase, ATP luminescence, 8 min. Potency, µM (top dose mostly 38.3 µM), for the others: at the top dose activity change, negative = inhibition, usual class: inhibitors. actives 0.28% (n = 200,000); also: % is scaled to controls: 0 for no effect and ±100 for the full control effect; nearly all actives have a fitted effect of over 60% in size
#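 Recombinant Kinase-Glo luciferase, 10 uM ATP (linear range), luciferin; imidazole pH 7.2 / KCl / MgCl2 / Tween / BSA buffer; 8 min RT; luminescence.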
# IMPase Li inh = cell-permeable IMPase inhibitors with lithium potentiation; Potency, µM (series often up to 59.4 µM), without a hit: at the highest dose activity, negative = IMPase inhibition, actives largely listed as inhibitors; AID 1457; CHO-M1 cells, IP1 TR-FRET (IP-One), carbachol + lithium; actives 0.35% (n = 210,000);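 also: IP1 builds up when IMPase is blocked and the TR-FRET signal falls; plate controls were basal vehicle for no effect and high inhibitor control for full effect; nearly all actives have a fitted effect of over 50% in size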
#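 CHO-M1, 2000 cells/well, 16–30 h culture; cpd + low Li+, 30 min 37C; lysis with d2-IP1/Eu-anti-IP1 Ab, 10 min RT; TR-FRET 665/620 ratio and 620 channel; AC50 via Hill.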
# JMJD2E inh = JMJD2E (human) inhibition; B2RXH2; JMJD2E catalytic domain, FDH-coupled NADH fluorescence (FDH is formaldehyde dehydrogenase); Potency, µM (highest dose often 57.1 µM), without a hit: at the highest dose activity change, negative = inhibition, most hits filed as inhibitors; actives 1.6% (n = 230,000); AID 2147; active = well fitted inhibition curve with a large enough effect, not every such curve was filed as active; inconclusive = small, poorly fitted or top-dose-only effect, or another doubt; inactive = no such curve, though single readings can be large or run the other way;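 also: 0% = wells with enzyme and -100% = buffer wells without enzyme; nearly all actives have a fitted effect of over 50% in size; many of its hits are not listed in these tables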
# Epigenetic reg = derepresses silenced GFP reporter in murine cells; AID 1865; Potency, µM (highest dose often 53.9 µM), for inactives: at the top dose GFP activation, usual class: activators; murine LDR cells, GFP reporter derepression, 30 h; actives 0.2% (n = 280,000); also: % of control where 0% means no effect; nearly all actives have a fitted effect of over 60% in size
#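 GFP-positive cell count by laser-scanning cytometry (objects 20–120 um) after 30 h, 37 C compound exposure of murine LDR cells; reporter is CMV-GFP integrated at a silenced locus, inducible by HDAC or DNMT inhibitors.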
# RGS12 GoLoco inh = blocks human Gai1 binding to RGS12 GoLoco peptide, red readout; P63096; Gai1:RGS12 GoLoco peptide FP, rhodamine, 10 min; Potency, µM (titrated, usually from 61.6 µM), without a hit: at the highest dose activity, negative = inhibition, hits mostly inhibitors; actives 0.44% (n = 230,000); AID 880; active = well fitted inhibition curve with a large enough effect, not every such curve was filed as active; inactive = no such curve, though single readings can be large or run the other way; also: % is scaled to controls: 0 for no effect and ±100 for the full control effect; nearly all actives have a fitted effect of over 30% in size; many of its hits are not listed in these tables
# Target sequence (P63096 whole entry, looked up): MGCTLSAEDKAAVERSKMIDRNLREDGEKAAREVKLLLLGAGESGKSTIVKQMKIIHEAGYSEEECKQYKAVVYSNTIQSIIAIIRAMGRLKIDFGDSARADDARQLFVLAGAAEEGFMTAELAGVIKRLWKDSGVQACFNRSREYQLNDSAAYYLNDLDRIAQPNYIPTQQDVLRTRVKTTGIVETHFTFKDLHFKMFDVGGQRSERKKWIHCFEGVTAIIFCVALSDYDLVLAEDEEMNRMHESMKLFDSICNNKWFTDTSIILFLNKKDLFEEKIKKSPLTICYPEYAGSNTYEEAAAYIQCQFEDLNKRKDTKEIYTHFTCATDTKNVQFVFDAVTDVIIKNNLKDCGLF
# NPSR antag = antagonists of human neuropeptide S receptor cAMP signaling. Q6W5P4. CHO-NPSR cells, cAMP TR-FRET, antagonist mode. Potency, µM (highest dose often 38.3 µM), for the others: at the top dose activity change, negative = inhibition, actives largely listed as inhibitors. actives 1% (n = 220,000). AID 1461; also: % is scaled to controls: 0 for no effect and ±100 for the full control effect; nearly all actives have a fitted effect of over 50% in size; many of its hits are not listed in these tables
# SMN2 splice enh = enhancers of SMN2 splice variant expression; HEK293 SMN2-luciferase splicing reporter, luminescence, 30-36 h; Potency, µM (top dose mostly 46.1 µM), for the others: at the top dose activity change, positive = activation, most hits filed as activators; actives 2.8% (n = 210,000); also: % of control where 0% means no effect; nearly all actives have a fitted effect of over 55% in size
#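 HEK293 cells carry an SMN2 minigene-luciferase reporter in which exon 7 inclusion puts luciferase in frame. Cells were seeded at 2000 cells/well, attached for 10-12 hours, then exposed to compounds for 30-36 hours at 37C before ONE-Glo luminescence.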
# RECQ1 helicase = inhibitors of human RECQ1 DNA helicase | P46063 | RECQ1 DNA unwinding, red fluorescence kinetic read | Potency, µM (titrated, usually from 57.3 µM), without a hit: at the highest dose activity, negative = inhibition, actives largely listed as inhibitors | actives 0.54% (n = 240,000) | AID 2549;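 also: plate controls were vehicle for no effect and no enzyme for full effect; nearly all actives have a fitted effect of over 30% in size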
# Target sequence (P46063 whole entry, looked up): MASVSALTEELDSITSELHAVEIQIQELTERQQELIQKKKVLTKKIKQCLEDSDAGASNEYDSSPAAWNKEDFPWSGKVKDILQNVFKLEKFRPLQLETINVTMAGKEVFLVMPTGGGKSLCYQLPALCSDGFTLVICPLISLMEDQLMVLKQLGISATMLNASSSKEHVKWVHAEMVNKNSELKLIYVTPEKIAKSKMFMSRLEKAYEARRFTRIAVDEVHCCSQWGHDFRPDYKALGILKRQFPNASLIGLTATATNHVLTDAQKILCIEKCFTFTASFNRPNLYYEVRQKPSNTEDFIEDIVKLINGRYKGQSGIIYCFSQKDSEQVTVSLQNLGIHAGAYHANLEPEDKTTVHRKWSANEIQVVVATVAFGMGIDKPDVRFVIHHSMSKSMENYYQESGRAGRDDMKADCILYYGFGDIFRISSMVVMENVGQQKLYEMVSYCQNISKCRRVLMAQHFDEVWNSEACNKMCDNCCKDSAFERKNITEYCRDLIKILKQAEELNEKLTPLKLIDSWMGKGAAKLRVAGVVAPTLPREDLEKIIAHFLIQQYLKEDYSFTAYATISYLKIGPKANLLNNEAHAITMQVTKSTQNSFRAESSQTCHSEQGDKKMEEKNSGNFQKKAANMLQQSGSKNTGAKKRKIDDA
#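 RECQ1T1 50 nM; forked duplex (20 bp + 30-nt ss tails) 200 nM, ATP 2 mM final; pH 8.0, 2 mM MgCl2, 2.5 ug/ml poly(dI-dC); 15 min compound preincubation; discontinuous kinetic read over 2 h at RT.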
# * = called active by the depositor; i = inactive; ? = inconclusive; nt = no result given; [ ] = dose if it differs, or a comment. Unless noted, calls follow the shape of the dose curve; as a rule, active = well fitted curve in the direction sought with a large enough effect; inconclusive = small, poorly fitted or top-dose-only effect, or another doubt; inactive = no such curve, though single readings can be large; an effect the other way counts as inactive or inconclusive. Potency is read from the fitted curve at half-maximal effect. These rows are one share of the data. The share of hits here may be higher or lower than overall.
molecule	Luc counter	IMPase Li inh	JMJD2E inh	Epigenetic reg	RGS12 GoLoco inh	NPSR antag	SMN2 splice enh	RECQ1 helicase
Cc1ccc(S(=O)(=O)Nc2nc3ccccc3s2)cc1	-2%	3%[38.3 µM]	5%	-3.3%	-4%	-6%[46.1 µM]	17%	-1%
C(=N\N1CCOCC1)/c1cn(-c2ccccc2)nc1-c1ccccc1	-3%	5%	3%	-1.1%	13%	-16%	23%	-22%
O=C(CN1CCC(NC(=O)c2ccccc2Cl)CC1)NCc1ccco1	0%	-2%	-3%	0.4%	11%	2%	nt	-12%
COc1ccccc1NC(=O)c1c(N=Cc2ccccc2O)cnn1C	0%	18%	2%	-6.1%	1%	-30%	-1%	-7%
CN1CCc2nc(SCC(=O)Nc3ccc(F)cc3)c(C#N)cc2C1	0%	5%[38.3 µM]	?	0.0%	6%	-9%[46.1 µM]	-6%	19%
CN(C)c1ccc2c(c1)OC(N)=C(C#N)C2c1cccc(F)c1 (stereo unspecified)	0%	5%[38.3 µM]	-8%	3.6%	17%	?	-24%	-23%
COc1ccc(C(=O)SC2=NCCS2)cc1	-2%	-8%	-1%	0.2%	-10%	14%[46.1 µM]	4%	-3%
O=C(Cc1cccc2ccccc12)N1CCCc2ccccc21	-3%	10%[38.3 µM]	-7%	-0.9%	8%	-21%[46.1 µM]	0%	-5%
CCCn1nnc2sc3c(c2c1=O)CCC(C)C3 (stereo unspecified)	2%	2%[38.3 µM]	-7%	-4.6%	5%	-5%[46.1 µM]	-28%	-10%
CCOC(=O)C1CCCN(C(=O)C2CCN(S(=O)(=O)N3CCC4(CC3)OCCO4)CC2)C1 (stereo unspecified)	-1%	-2%[38.3 µM]	3%	-1.1%	-10%	-2%[46.1 µM]	-31%[inhibitor]	-5%
O=C(CNCc1ccco1)Nc1ccccc1-n1cccc1	-1%	9%	?	6.1%	4%	15%[46.1 µM]	-4%	2%
Cc1cc(C)n(-c2nc3ccccc3c3nc(C)nn23)n1	1%	12%[38.3 µM]	-4%	-1.7%	3%	6%[46.1 µM]	-3%	-14%
O=[N+]([O-])c1ccc(NN=C2c3ccccc3Cc3ccccc32)c([N+](=O)[O-])c1	-1%[7.66 µM]	9%	nt	nt	-4%[14.2 µM]	nt	-4%[9.22 µM]	nt
O=C(c1cccnc1)N1c2ccccc2Sc2ccccc21	14%	-2%	-6%	-3.7%	-1%	3%	-40%[inhibitor]	0%
COC(=O)NNC(=O)c1ccccc1OC	-1%	3%	3%	0.0%	0%	23%	9%	i
Cc1ccsc1/C=N/NC(=O)c1ccncc1	-6%	6%	-6%	-0.9%	3%	-13%	2%	-16%
CCC(=O)OCCNc1nc(-c2ccccc2)nc2ccccc12	-1%	13%	?	9.1%	8%	-27%	-57%[inhibitor]	3%
CCOC(=O)C(C(=O)OCC)C(Nc1ccc(Br)cc1)c1ccccc1 (stereo unspecified)	-1%	8%[38.3 µM]	11%	?	2%	-24%[46.1 µM]	-17%	0%
Cc1cc(C2N=C(N)Nc3nc4ccccc4n32)c(C)n1-c1ccccc1Cl (stereo unspecified)	-7%	0%[38.3 µM]	3%	?	-4%	-8%[46.1 µM]	-11%	3%
COc1ccc(N2CCN(Cc3nc(N)nc(Nc4ccc(C)c(Cl)c4)n3)CC2)cc1	-1%	44%[activator][38.3 µM]	-2%	-0.1%	5%	-24%[46.1 µM]	13%	i
Cc1ccc(C(=O)N/C(=C\c2sccc2C)C(=O)NCc2ccncc2)cc1	0%	-6%	-3%	-1.0%	-3%	6%	6%	-5%
COc1ccc(S(=O)(=O)N2CCN(C)CC2)c2ccccc12	-1%	22%[38.3 µM]	-5%	-1.6%	-9%	4%[46.1 µM]	5%	-3%
CC(=O)Nc1ccc(S(=O)(=O)N2CCN=C2SCc2cccnc2)cc1	-1%	4%	1%	0.0%	2%	9%	-27%	-17%
Cc1ccccc1NC(=O)c1c(C)[nH]c(=S)c(C#N)c1-c1ccco1	3%	0%	-14%	0.0%	19%	-16%[46.1 µM]	3%	-5%
CC(=O)O/N=C/c1c(NCc2ccccc2)nc2c(C)cccn2c1=O	nt	nt	?	1.1%	15%	-21%	nt	-18%
O=C1C[C@@H]2CCN3C(=O)CCC[C@@H]([C@H]23)[C@H]1Cc1ccccc1	1%[39.9 µM]	-8%	nt	-2.7%	-2%[88.7 µM]	nt	nt	i
O=C(Nc1ccc(Cl)cc1)c1ccc(-n2cncn2)c([N+](=O)[O-])c1	4%	-1%	3%	-0.9%	6%	-5%[46.1 µM]	-10%	-27%
O=c1c2ccccc2nc2c3ccccc3c(NCc3cccnc3)nn12	3%	27%	?	-1.1%	8%	-8%	9%	i
Cc1nc2ccccc2cc1C(=O)N/N=C/c1ccco1	-7%	-5%	-5%	3.8%	1%	13%	4%	-3%
COc1ccc2[nH]c(C)c(CCNC(=S)Nc3ccc(F)cc3)c2c1	2%	9%	3%	-2.8%	-11%	-29%	-34%[inhibitor]	1%
O=C(N/N=C\c1cccc(Cl)c1)c1ccc(Cn2cccn2)o1	0%	3%	8%	1.1%	8%	-5%	3%	2%
CC(Nn1cnnc1)c1cc(Cl)ccc1O (stereo unspecified)	-1%	3%	6%	1.1%	-2%	-13%	nt	5%
COc1cc(/C=N/N(C)C)ccc1OC(=O)c1cccs1	1%	11%	-17%	-1.6%	7%	-4%	2%	-20%
CCCC(=O)Nc1ccc(C(=O)NCc2ccccn2)cc1	1%	2%	1%	-0.6%	7%	4%	17%	7%
O=C(CS(=O)c1cccc(C(F)(F)F)c1)Nc1ccccc1Cl (stereo unspecified)	1%	-10%[38.3 µM]	8%	2.1%	-1%	-13%[46.1 µM]	-3%	-12%
Fc1ccc(-c2noc(C3CCN(Cc4cccnc4)CC3)n2)cc1	-1%	21%[38.3 µM]	-2%	-1.1%	-7%	-14%[46.1 µM]	nt	0%
N/C(=N\c1nc(CSc2nc3ccccc3s2)cc(=O)[nH]1)Nc1ccc(F)cc1	nt	nt	-2%	0.0%	5%	-45%	nt	-15%
CN(C)S(=O)(=O)c1ccc(NC(=S)NC(=O)c2cccs2)cc1	nt	nt	-1%	5.6%	8%	18%	nt	-1%
CCOc1ccc(N(Cc2cc3ccc(C)cc3[nH]c2=O)S(C)(=O)=O)cc1	-4%	?	?	-4.1%	-1%	-21%[46.1 µM]	?	-1%
OC[C@@H]1[C@@H](c2ccc(F)cc2)C(c2cccc(Cl)c2)=NN1c1ccccc1	1%[39.9 µM]	0%	nt	0.0%	-2%[88.7 µM]	nt	nt	-13%[81.1 µM]
CN(CCNC(=O)Cn1c(=O)sc2ccccc21)Cc1ccccc1	1%	9%[38.3 µM]	3%	1.9%	8%	-5%[46.1 µM]	3%	-5%
CCc1ccc(NC(=O)c2ccc3c(c2)C(=O)N(CCOC)C3Nc2ccc(CC)cc2)cc1 (stereo unspecified)	-1%	7%	9%	3.1%	-5%	-10%	24%	-3%
CCN1CCN(CCCNC(=O)C2CCCN(c3nnc(-n4cccc4)s3)C2)CC1 (stereo unspecified)	3%	0%[38.3 µM]	-2%	1.1%	10%	-12%[46.1 µM]	10%	19%
O=C(Nc1cccc(-c2nc3cccnc3s2)c1)c1cccnc1Cl	nt	nt	-26%	-4.2%	4%	-14%	nt	-9%
COCCNc1cc(NCCOC)c([N+](=O)[O-])cc1[N+](=O)[O-]	1%	1%	0%	1.1%	2%	9%	6%	4%
Cc1cccc(N2C(=O)CC(n3ccnc3)C2=O)c1C (stereo unspecified)	1%	12%	-8%	-4.8%	4%	8%	-10%	i
Cc1cc(NC(=O)CSc2nc(C(C)(C)C)nc3ccccc23)no1	0%	?	17%	3.2%	1%	46%	nt	-1%
COn1c(SCc2ccccc2)nc2ccccc2c1=O	-4%	8%[38.3 µM]	2%	-1.4%	-13%	-24%[46.1 µM]	-18%	-22%
CC1(C)OC(=O)C(=CNc2ncccn2)C(=O)O1	1%	-2%[38.3 µM]	-2%	-1.1%	12%	2%[46.1 µM]	-14%	-5%
CCOc1cc(C2NC(=O)NC(C)=C2C(=O)OC(C)CC)cc(Br)c1O (stereo unspecified)	-3%	-15%[38.3 µM]	-2%	-0.9%	1%	15%[7.67 µM]	-5%	-7%
Cc1ccc(NC(=O)C2CCN(S(=O)(=O)c3ccccc3)CC2)cc1	-2%	3%	-1%	-3.6%	8%	5%	nt	-10%
COc1c2c(cc3c1C(CC(=O)c1c(O)c(OC)c4occc4c1OC)[N+](C)(C)CC3)OCO2 (stereo unspecified)	1%	19%	-24%	-1.1%	3%	nt	3%	0%
COc1cc(/C=N\NC(=O)c2ccc(C)nc2)ccc1OC(=O)c1ccco1	-1%	4%	2%	-1.1%	4%	-2%	-1%	-5%
CC(=O)N1CCc2cc(C(=O)CN3CCN(c4ccccc4F)CC3)ccc21	1%	18%[38.3 µM]	?	1.0%	22%	-7%[46.1 µM]	-20%	12%
Cc1cc(NC(=O)CSc2nc(-c3ccco3)cc(C(F)(F)F)n2)n(-c2ccccc2)n1	10%	22%	-4%	1.2%	10%	-12%[46.1 µM]	?	1%
O=C(c1ccco1)N1CCN(c2c([N+](=O)[O-])nn(-c3ccc(Cl)cc3)[n+]2[O-])CC1	-3%	2%	-15%	1.1%	-10%	0%	-5%	i
Cc1c(C2Nc3ccccc3NC3=C2C(=O)CC(C)(C)C3)cnn1C (stereo unspecified)	0%	-1%	-25%	-1.0%	6%	-9%[46.1 µM]	12%	-2%
CCOC(=O)c1sc(NC(=S)NC(=O)c2cccc(Cl)c2)c(C(=O)OCC)c1C	2%	1%	5%	0.9%	5%	-8%[46.1 µM]	-6%	-12%
S=C(NCc1ccc(Cl)cc1)NN1CCOCC1	3%	4%	1%	1.4%	7%	14%	-4%	i
Cc1ccc2[nH]c3c(NCCCN4CCCC4=O)ncnc3c2c1	2%	22%[38.3 µM]	?	0.4%	-5%	-4%[46.1 µM]	9%	-1%

# Screening data: PubChem BioAssay, National Center for Advancing Translational Sciences (NCATS)
